# Bioassay records: PubChem, Broad Institute
# PAX8 inh HTS: inhibitors of PAX8-driven TPO luciferase reporter, primary screen, RMG-I cells, single concentration. SteadyGlo, 24 h. inhibition, % at 12.6 µM. 1.2% of 360,000 active. AID 652154, 2013;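 active means mean replicate inhibition at least 60% with every replicate also reaching 60%; inconclusive means only one of the two criteria is met; inactive means mean below 60% and not all replicates reaching 60%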;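 further: luciferase light reporting Pax8 driven TPO promoter activity; plate controls were median of neutral control wells for no effect and mitoxantrone controls for full effect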
# DENV2 CPE rescue: inhibitors of DENV2 cytopathic effect, primary screen, cell-based, plate reader, single concentration | DENV2-infected cells, cytopathic effect rescue | CPE inhibition, % at 9.99 µM | 1.7% of 350,000 active | AID 651640, 2012; in the data active means CPE inhibition above about 20%, passing the limit was not always enough; inconclusive means no clear call, values can overlap the other calls; tested in BHK-21 cells;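 further: 0% = median of neutral control wells and 100% = median of positive control wells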
# SIRT5 block: SIRT5 desuccinylase inhibitors, primary screen, biochemical, fluorescence imaging, single point, set 5. Purified SirT5, succinyl-peptide AMC, trypsin-coupled fluorescence. inhibition, % at 15 µM. 1.1% of 330,000 active. AID 652115, 2013; in the data active means inhibition above about 15%; inconclusive means no clear call, values can overlap the other calls
# Target sequence (Q9NXA8 whole entry, looked up): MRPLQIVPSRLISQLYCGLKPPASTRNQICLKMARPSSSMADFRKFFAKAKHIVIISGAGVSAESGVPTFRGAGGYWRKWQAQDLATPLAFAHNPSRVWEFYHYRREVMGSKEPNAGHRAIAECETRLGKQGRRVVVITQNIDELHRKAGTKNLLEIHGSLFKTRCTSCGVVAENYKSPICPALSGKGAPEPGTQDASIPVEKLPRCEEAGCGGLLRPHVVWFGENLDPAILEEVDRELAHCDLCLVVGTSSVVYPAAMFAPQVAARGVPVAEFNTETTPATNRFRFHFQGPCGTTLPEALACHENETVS
# LGR2 inh: inhibitors of bursicon-induced LGR2 CRE-luciferase signal, primary screen, cell-based, HEK293, CRE-luciferase reporter, bursicon stimulation; Drosophila bursicon receptor LGR2 (rickets); bursicon-stimulated, 4 h; inhibition, % at 9.99 µM; 0.35% of 380,000 active;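 active means drop in luminescence signal, shown as inhibition above about 50% in the replicate tests, limit read from the data, passing the limit was not always enough; inconclusive means probably only some replicates passing the limit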;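 further: agonist challenge used bursicon conditioned medium at about half maximal strength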
# Casp6 inh: human caspase-6 inhibitors, primary screen, biochemical, VEID-R110 fluorescence, single point, set 2; P55212; purified caspase-6, Z-VEID-R110 cleavage fluorescence; inhibition, % at 12.5 µM; 0.53% of 350,000 active;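 active means mean inhibition across replicates at least about 35%, with every replicate also reaching that limit, limit read from the data; inconclusive means only one of the two criteria met; inactive means neither criterion met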;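 further: 0% = median of neutral control wells and 100% = no fluorescence left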
# Target sequence (P55212 24-179 limits assumed): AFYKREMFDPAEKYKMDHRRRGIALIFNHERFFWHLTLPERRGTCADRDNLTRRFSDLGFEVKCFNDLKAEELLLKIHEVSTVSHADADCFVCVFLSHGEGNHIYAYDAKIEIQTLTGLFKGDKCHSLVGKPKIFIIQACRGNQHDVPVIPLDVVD
# Target sequence (P55212 194-293 limits assumed): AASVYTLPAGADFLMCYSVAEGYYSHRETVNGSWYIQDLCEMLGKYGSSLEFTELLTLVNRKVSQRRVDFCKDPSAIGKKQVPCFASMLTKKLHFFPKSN
# EWS-Fli block: EWS/Fli-driven NR0B1 reporter inhibitors, primary screen, A673 cells, NR0B1 luciferase, luminescence, MLPCN library; viability-normalised; 0.67% of 350,000 active; inhibition, % at 12.6 µM;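 active means mean inhibition of at least 50% after viability correction, with every replicate also passing that limit; inconclusive means mean reaches 50% but only one of two replicates passes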;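 further: firefly luciferase signal divided by Alamar Blue viability fluorescence both relative to DMSO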
# ARNT TACC3 PPI: disruptors of ARNT/TACC3 protein interaction, primary screen, biochemical, AlphaScreen, single concentration | AlphaScreen His-ARNT PAS-B/GST-TACC3 binding, luminescence; TACC3 fragment carries E629A point mutation | inhibition, % at 9.99 µM | 0.66% of 390,000 active | AID 623870, 2012;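 active means mean inhibition of replicates at least 50% and at least half of replicates each reaching 50%; inconclusive means half or more replicates reach 50% but mean below 50%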;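 further: 0% = complete ARNT plus TACC3 wells and 100% = ARNT alone without TACC3; many hits fall short of the cut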
# Active calls of the source: *; ? = inconclusive; . = not tested or not shown; & = joins results of further samples.
entry | SMILES | PAX8 inh HTS | DENV2 CPE rescue | SIRT5 block | LGR2 inh | Casp6 inh | EWS-Fli block | ARNT TACC3 PPI
1 | CO[C@@H]1CN(C)C(=O)c2cc(NC(C)=O)ccc2OC[C@H](C)N(C(=O)c2ccc(F)cc2)C[C@H]1C | . | -6 | 2 | 27 | 3 | 4 | -3
2 | COC(=O)c1ccc([N+](=O)[O-])c(CS(=O)(=O)c2ccc(Cl)cc2)c1 | -3 | 13 | -2 | 5 | 5 | -4 | -3
3 | CCOC(=O)[C@@H]1[C@H]2COc3ccc(Br)cc3[C@@H]2N2C(=O)N(c3cccc(F)c3)C(=O)[C@@]12C | -6 | 93* | . | 6 | 1 | -2 | 0
4 | O=C(COC(=O)CCS(=O)(=O)c1ccccc1)NC(=O)c1ccc(OC(F)F)cc1 | -11 | -8 | 1 | 10 | 1 | 0 | -4
5 | COc1cc(NC(=O)c2ccccc2NS(=O)(=O)c2ccc(Cl)s2)cc(OC)c1 | 20 | -5 | 0 | 33 | -2 | -2 | 1
6 | C/C=C/c1cnc2c(c1)C(=O)N([C@H](C)CO)C[C@H](C)[C@H](CN(C)C(=O)NC1CCCCC1)O2 | 0 | -5 | 5 | 3 | -1 | -6 | .
7 | COc1ccc(-n2nnc3c(SCC(=O)N4CCCc5ccccc54)ncnc32)cc1 | -4 | 2 | -3 | -25 | -5 | -1 | -3
8 | CC(=O)Nc1ccc(NC(=O)c2c([N+](=O)[O-])cnn2C)cc1 | -8 | 3 | -1 | 11 | -2 | -6 | .
9 | CNC(=S)Nc1ccc2nc(C)oc2c1 | -44 | 5 | 2 | -15 | -3 | -5 | 22
10 | CCC(=O)N(C)C[C@H]1Oc2cc(-c3ccccc3)ccc2S(=O)(=O)N([C@H](C)CO)C[C@H]1C | . | 3 | -4 | -12 | -5 | -5 | -6
11 | CC(C)C(C)NC(=O)CN1C(=O)NC(C)(c2ccc3ccccc3c2)C1=O (configuration not stated) | 14 | 2 | -7 | 10 | 1 | 12 | -6
12 | CC1CC(C)CN(CCCNC(=O)c2ccc3c(c2)N(Cc2ccccc2)C(=O)c2ccccc2S3=O)C1 (configuration not stated) | 35 | -4 | 2 | 25 | -4 | . | 6

# (listing goes on)
entry | SMILES | PAX8 inh HTS | DENV2 CPE rescue | SIRT5 block | LGR2 inh | Casp6 inh | EWS-Fli block | ARNT TACC3 PPI
13 | COc1ccc(-n2nnc3c(=O)n(CC(=O)Nc4cc(C)on4)cnc32)cc1OC | 2 | 7 | 2 | 5 | 2 | -2 | -3
14 | O=C(C(=O)N1CCOCC1)c1cn(CCOc2ccccc2)c2ccccc12 | 2 | -2 | 0 | -2 | 4 | 9 | 0
15 | C[C@]12CC[C@@H]3c4ccc(O)cc4C(=O)C[C@H]3[C@@H]1CC[C@@H]2O | 2 | ? | 1 | -10 | -2 | -11 | -20&3
16 | S=C(NCc1ccccc1)NC1CCSc2ccccc21 (configuration not stated) | 2 | 6 | -3 | -5 | 1 | -2 | -4
17 | O=C(CSc1nnnn1-c1ccccc1)Nc1ccc(N2CCOCC2)cc1 | -10 | . | -3 | -19 | -3 | 1 | -4
18 | CC(C)NC(=O)N(C)C[C@@H]1OCCCC[C@H](C)Oc2ccc(NC(=O)Nc3ccc(F)cc3)cc2C(=O)N([C@@H](C)CO)C[C@@H]1C | -9 | 2 | -1 | -5 | -2 | -7 | -3
19 | CC(C)(C)N(Cc1ccccc1)C(=O)COC(=O)CN1C(=O)NC2(CCCC2)C1=O | -3 | 5 | -3 | 5 | 1 | 5 | -9
20 | CN(C)C(=O)C[C@@H]1CC[C@H]2[C@@H](COC[C@@H](O)CN2CC2CCCCC2)O1 | 12 | 4 | 3 | 0 | -1 | -2 | -1
21 | CNC[C@H]1Oc2cc(C#CCC(C)C)ccc2S(=O)(=O)N([C@@H](C)CO)C[C@@H]1C | . | -6 | 2 | -21 | -3 | 9 | -3
22 | CC(C)C#Cc1ccc2c(c1)O[C@@H](CN(C)S(C)(=O)=O)[C@@H](C)CN([C@@H](C)CO)S2(=O)=O | . | -1 | -3 | 2 | 2 | -17 | -6
23 | C#Cc1ccc([C@@H]2C=C(C(=O)N3CCOCC3)O[C@H](OCCCCO)C2)cc1 | -19&0 | 15&-6 | -5 | -7 | 0 | 0&-11 | 31
24 | COC(=O)N1C[C@H](O)[C@H](O)C[C@@H]1c1ccccc1Br | -10 | ? | 1 | 0 | -2 | 5 | .

# The list goes on:
entry | SMILES | PAX8 inh HTS | DENV2 CPE rescue | SIRT5 block | LGR2 inh | Casp6 inh | EWS-Fli block | ARNT TACC3 PPI
25 | O=C(O)CCCN1C(=O)c2ccc(Oc3cccc([N+](=O)[O-])c3)cc2C1=O | -1 | 6 | 1 | 24 | -2 | 10 | 4
26 | C[C@@H]1CN([C@@H](C)CO)C(=O)Cc2cc(NS(=O)(=O)c3ccc(Cl)cc3)ccc2O[C@@H]1CN(C)Cc1ccc(C(=O)Nc2ccccc2N)cc1 | 6 | -5 | 0 | -3 | 0 | 25 | .
27 | COc1cccc(OCc2cc(C(=O)N3CCN(C4CCCCC4)C(=O)C3)no2)c1 | 13 | 0 | 10 | 12 | 0 | . | 0
28 | Cc1ccc(S(=O)(=O)CCC(=O)NCCN2C(=O)S/C(=C\c3ccccc3)C2=O)cc1 | 12 | . | . | -14 | . | . | 6
29 | CCOc1ncccc1C(=O)Nc1nc(SC)ns1 | -41 | -4 | -2 | -60 | . | -67 | -5
30 | C=CCCC(=O)N(C)CCO | 11 | -14 | 1 | 0 | 0 | -8 | 1
31 | Cc1cc(C(=O)OC(C(=O)Nc2ccc(C)c(Cl)c2)c2ccccc2)c(C)o1 (configuration not stated) | 6 | . | . | 5 | . | . | -4
32 | Cn1ncc(Br)c1C(=O)NC1CCCCC1 | -2 | 15 | -1 | 7 | 4 | -10 | -10
33 | COc1ccc(C2=NOC(CNC(N)=S)C2)cc1 (configuration not stated) | -110 | -3 | 3 | -29 | 0 | -75 | 8
34 | C[C@@H]1CCCCO[C@@H](CN(C)Cc2ccccc2)[C@@H](C)CN([C@H](C)CO)C(=O)c2cc(NC(=O)Nc3ccc4c(c3)OCO4)ccc2O1 | 5 | 13 | 0 | 15 | 2 | -5 | -2
35 | O=C(Nc1ccccc1)C1CCCN(C(=O)c2ccc(F)cc2)C1 (configuration not stated) | -3 | 5 | -2 | -2 | 3 | -3 | .
36 | CCOc1cc(/C=C2\N=C(SC(C)C(N)=O)N(c3ccc(OC(F)F)cc3)C2=O)ccc1O (configuration not stated) | 13 | 3 | 1 | 20 | 2 | . | 6

# (cont.)
entry | SMILES | PAX8 inh HTS | DENV2 CPE rescue | SIRT5 block | LGR2 inh | Casp6 inh | EWS-Fli block | ARNT TACC3 PPI
37 | CCOc1ccc(NC(=O)C2=C(C)NC(=S)NC2c2ccc(O)c(OC)c2)cc1 (configuration not stated) | 37 | -2 | 0 | 14 | 2 | 8 | 0
38 | CC(C)(C)c1cc(CCC(=O)NCc2ccccn2)cc(C(C)(C)C)c1O | -2 | 3 | -1 | -15 | 3 | 2 | 2
39 | CCOc1ccc(CCNC(=O)c2cccc(C#N)c2)cc1OCC | 0 | -1 | 1 | 8 | 1 | -2 | -4
40 | CCCNC(=O)c1ccc(N2CCC3(CC2)CC(c2ccccc2)=NO3)c(NC(=O)c2cccc(C)c2)c1 | 11 | ? | 10 | 5 | 2 | 10 | 0
41 | CC1(C)[C@H]2CC[C@]1(C)[C@@H](OC(=O)C[N+]1(C)CCOCC1)C2 | 15 | 0 | 0 | 4 | -3 | 10 | 3
42 | CCc1cc(=O)oc2cc(C)cc(OCC(=O)NCC(O)c3ccccc3)c12 (configuration not stated) | 7 | 2 | -7 | 5 | 0 | -12 | -6
43 | CC(=O)c1ccc(-n2nnnc2SCC(=O)NC2CCCCC2)cc1 | 5 | 0 | -2 | 9 | 2 | 0 | 0
44 | COc1ccc(CC(=O)Nc2cccc(C(=O)O)c2C)cc1 | . | 1 | -1 | -10 | 3 | -9 | .
45 | O=C(OCC(=O)N1CCN(C(=O)COC(=O)c2ccc(O)cc2O)CC1)c1ccc(O)cc1O | 6 | 0 | -3 | 0 | -4 | -5 | 1
46 | COc1ccc(-n2c(COc3cccc4cccnc34)nnc2SCC(=O)O)cc1 | 22 | 1 | 0 | 30 | -1 | -1 | -24
47 | CC1(C)C2CCC1(C)C(NCC(O)COc1ccc(C#N)cc1)C2 (configuration not stated) | 3 | 8 | 4 | 6 | -1 | 12 | -17
48 | CN(C)CCNc1ncnc2c1ncn2[C@H]1CN(Cc2ccc(Cl)cc2)C[C@@H](CO)O1 | -34 | ? | . | 8 | -18 | -7 | .

# Molecules listed so far that have a nitro group on carbon (3):
entry | SMILES | PAX8 inh HTS | DENV2 CPE rescue | SIRT5 block | LGR2 inh | Casp6 inh | EWS-Fli block | ARNT TACC3 PPI
2 | COC(=O)c1ccc([N+](=O)[O-])c(CS(=O)(=O)c2ccc(Cl)cc2)c1 | -3 | 13 | -2 | 5 | 5 | -4 | -3
8 | CC(=O)Nc1ccc(NC(=O)c2c([N+](=O)[O-])cnn2C)cc1 | -8 | 3 | -1 | 11 | -2 | -6 | .
25 | O=C(O)CCCN1C(=O)c2ccc(Oc3cccc([N+](=O)[O-])c3)cc2C1=O | -1 | 6 | 1 | 24 | -2 | 10 | 4

# Other structures follow.
entry | SMILES | PAX8 inh HTS | DENV2 CPE rescue | SIRT5 block | LGR2 inh | Casp6 inh | EWS-Fli block | ARNT TACC3 PPI
49 | CCCCCCCCNCCS(=O)(=O)NCc1ccccc1OC | 3 | -7 | 0 | -8 | 0 | 2 | -2
50 | CCOC(=O)c1c(C)[nH]c(C)c1S(=O)(=O)NCC1CCN(Cc2cccc(F)c2)CC1 | 1 | -4 | -3 | 12 | -2 | -7 | -3
51 | CCCN(C)C[C@@H]1Oc2cc(C#C[C@H](C)O)ccc2S(=O)(=O)N([C@H](C)CO)C[C@@H]1C | . | 4 | 3 | -6 | -1 | 3 | 9
52 | Cc1nc(N2CCN(C(=O)c3ccco3)CC2)[nH]c(=O)c1C | 16 | 5 | 2 | 17 | 0 | 1 | -4
53 | CCC1(c2ccc(F)cc2)NC(=O)N(CC(=O)NCc2ccc(F)cc2)C1=O (configuration not stated) | 12 | -4 | 0 | 13 | -1 | 9 | 1
54 | CC(C)CNC(=S)NNC(=O)CC(C)O (configuration not stated) | 15 | . | -3 | -19 | 0 | 1 | -2
55 | C[C@@H]1CCCCO[C@@H](CN(C)Cc2ccccc2)[C@@H](C)CN([C@H](C)CO)C(=O)c2cc(NS(=O)(=O)c3ccc(Cl)cc3)ccc2O1 | -11 | -10 | 9 | 6 | 1 | -1 | 1
56 | O=C(Nc1cccc(O)c1)c1c(O)c2ccccc2[nH]c1=O | -81 | 3 | 4 | -7 | -1 | -73 | -9
57 | O/N=C/c1ccnc(SCc2ccccc2)n1 | -71 | -4 | 0 | -119 | 4 | -49 | 8
58 | CC(NC(=O)c1ccco1)C(c1cccs1)N1CCN(c2ccccc2)CC1 (configuration not stated) | -7 | -3 | 3 | . | 1 | 1 | -4

# Ordered by molecular weight (low to high): part of the list above.
entry | SMILES | PAX8 inh HTS | DENV2 CPE rescue | SIRT5 block | LGR2 inh | Casp6 inh | EWS-Fli block | ARNT TACC3 PPI
49 | CCCCCCCCNCCS(=O)(=O)NCc1ccccc1OC | 3 | -7 | 0 | -8 | 0 | 2 | -2
48 | CN(C)CCNc1ncnc2c1ncn2[C@H]1CN(Cc2ccc(Cl)cc2)C[C@@H](CO)O1 | -34 | ? | . | 8 | -18 | -7 | .
1 | CO[C@@H]1CN(C)C(=O)c2cc(NC(C)=O)ccc2OC[C@H](C)N(C(=O)c2ccc(F)cc2)C[C@H]1C | . | -6 | 2 | 27 | 3 | 4 | -3

# Hits appear at their usual frequency; overall some 4.9% were active at least once.
